# Source: PubChem (several laboratories)
# E coli Lon inh – inhibitors of E. coli Lon protease; P0A9M0; 360,000 compounds, 0.42% hits; purified E. coli Lon protease, fluorescence polarization; inhibition, % at 7.94 µM; AID 602123; in the data active = inhibition above about 13%, passing the limit was not always enough;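 also: 0% = enzyme with probe and DMSO and 100% = no enzyme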
# PABP1 MLLE inh – blocks PAM2 peptide binding to the PABP1 MLLE domain; GST-MLLE / FITC-PAM2 fluorescence polarization; 360,000 compounds, 0.36% hits; P11940; AID 588489; inhibition, % at 20 µM; in the data active = inhibition above about 35%, passing the limit was not always enough;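 also: plate controls were DMSO wells with GST-MLLE for no effect and wells lacking GST-MLLE protein for full effect; some results filed as inactive read as strong as hits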
# Target sequence (P11940 whole entry, looked up, the tested form may be a part): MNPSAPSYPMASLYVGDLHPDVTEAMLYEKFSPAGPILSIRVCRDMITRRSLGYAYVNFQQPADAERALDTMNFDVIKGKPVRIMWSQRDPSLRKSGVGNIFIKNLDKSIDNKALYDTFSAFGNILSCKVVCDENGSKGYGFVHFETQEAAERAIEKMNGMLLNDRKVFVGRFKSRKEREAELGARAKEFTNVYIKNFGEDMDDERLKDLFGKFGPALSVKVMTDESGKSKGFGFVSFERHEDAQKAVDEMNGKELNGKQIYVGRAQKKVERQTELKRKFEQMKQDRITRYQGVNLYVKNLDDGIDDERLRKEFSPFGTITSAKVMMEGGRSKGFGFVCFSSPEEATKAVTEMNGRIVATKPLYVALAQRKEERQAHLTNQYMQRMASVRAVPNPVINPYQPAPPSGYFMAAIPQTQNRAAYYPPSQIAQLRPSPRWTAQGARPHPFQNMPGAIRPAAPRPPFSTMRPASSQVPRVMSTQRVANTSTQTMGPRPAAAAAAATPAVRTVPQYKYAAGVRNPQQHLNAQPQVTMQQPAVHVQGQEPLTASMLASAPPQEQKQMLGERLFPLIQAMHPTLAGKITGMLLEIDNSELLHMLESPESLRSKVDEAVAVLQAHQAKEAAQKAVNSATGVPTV
# Rin1 Abl inh – blocks binding of human Rin1 to Abl; P00519+Q13671; AID 588664; TR-FRET Rin1/Abl binding, biochemical; inhibition, % at 7.35 µM; 360,000 compounds, 0.4% hits; in the data active = inhibition above about 5%, passing the limit was not always enough
# MsrA inh – inhibits bovine methionine sulfoxide reductase A. purified bovine MsrA, absorbance read-out. 360,000 compounds, 0.75% hits. inhibition, % at 15.5 µM; in the data active = inhibition above about 4.5%;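 also: 0% = vehicle wells with enzyme and 100% = reference inhibitor wells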
# FAS TE block – FAS thioesterase (human) inhibition; recombinant FAS-TE, OMFH fluorogenic substrate, fluorescence endpoint; AID 602261; inhibition, % at 15 µM; 360,000 compounds, 0.67% hits;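 active = compounds whose normalised, plate-corrected inhibition of enzyme fluorescence in the single-dose primary screen is 50% or more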;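 also: 0% = DMSO with enzyme and 100% = substrate without enzyme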
# Tb MetRS inh – blocks T. brucei methionyl-tRNA synthetase activity; purified T. brucei MetRS, ATP depletion, Kinase-Glo luminescence; inhibition, % at 11.9 µM; 360,000 compounds, 0.4% hits; AID 624268;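 active = inhibition above a per-plate cutoff of the control wells' mean inhibition plus 3 SD, cut at about 5.5% in these data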;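 also: 0% = DMSO wells median and 100% = median of wells with control inhibitor compound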
#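 Material – parasite MetRS enzyme · Medium – HEPES-MgCl2-KCl buffer plus DTT, spermine, BSA, pyrophosphatase · Reagent – ATP, methionine and E. coli bulk tRNA substrates · Times – 15 min enzyme-compound preincubation, 2 h reaction, 10 min detection, 25 °C · Measured by – luminescence of leftover ATP · Evaluation – percent inhibition relative to median high and low control wells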
# CSN inh – inhibitors of human CSN-mediated cullin deneddylation; Purified CSN, SCF-Nedd8-OG deneddylation, fluorescence polarization; inhibition, % at 12.5 µM; 360,000 compounds, 0.38% hits; AID 651999;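 active = pattern-corrected inhibition above about 35%, with an unprinted fluorescence ratio check between 0.5 and 1.5, limit read from the data, passing the limit was not always enough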;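 also: 0% = enzyme with substrate and 100% = substrate without enzyme; some results filed as inactive read as strong as hits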
# Target sequence (Q92905 whole entry, looked up, one chain of several): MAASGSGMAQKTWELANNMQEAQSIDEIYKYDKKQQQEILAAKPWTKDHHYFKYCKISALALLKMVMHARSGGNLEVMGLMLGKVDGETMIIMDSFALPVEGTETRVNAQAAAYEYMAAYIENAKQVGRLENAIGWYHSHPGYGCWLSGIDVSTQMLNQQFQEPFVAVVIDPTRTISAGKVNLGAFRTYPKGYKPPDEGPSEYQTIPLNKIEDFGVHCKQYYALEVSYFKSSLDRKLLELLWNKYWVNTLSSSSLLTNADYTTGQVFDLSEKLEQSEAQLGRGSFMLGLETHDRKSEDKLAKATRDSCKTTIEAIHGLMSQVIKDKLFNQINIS
#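 Assay system: Purified human Csn5 enzyme expressed in HEK293T cells | Amount: Enzyme 0.24 nM | Measured by: Fluorescence polarization readout | Medium: Tris/NaCl/DTT buffer, pH 7.5 | Compound dosing: One concentration, 12.5 µM, 0.25% DMSO | Times: 90 min incubation of compound, enzyme and substrate at room temperature | Control set: no-enzyme wells high, enzyme-with-substrate wells low | Read-out: % inhibition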
# bovine MsrA act – bovine methionine sulfoxide reductase A activation. purified bovine MsrA, absorbance read-out. activation, % at 10.6 µM. 360,000 compounds, 0.3% hits. AID 602163; in the data active = activation above about 7.5%;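 also: 0% = vehicle and 100% = reference activator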
# Neddyl block – inhibitors of human cullin neddylation | P61081+Q13564 | TR-FRET cullin neddylation, biochemical | calls only at 25 µM | 360,000 compounds, 0.58% hits; in the data active = inhibition above about 36%
# * marks the source's active call; other numbers are inactive results; i = inactive; nt = no result given.
SMILES,E coli Lon inh,PABP1 MLLE inh,Rin1 Abl inh,MsrA inh,FAS TE block,Tb MetRS inh,CSN inh,bovine MsrA act,Neddyl block
O=C(COC(=O)CCNS(=O)(=O)c1cccs1)Nc1cc(C(F)(F)F)ccc1Cl,-7,-3,0,0.5,14,-0.2,0,-5,i
Cc1ccnc(N/N=C/c2ccco2)n1,-9,-9,-1,2.5,-5,-0.2,-1,-3,i
COc1ccc(NC2=NCCCCC2)cc1,1,2,-1,-0.5,-2,-1.5,0,-3,i
CCCN(CC(=O)Nc1ccc(F)c(F)c1F)C(=O)CN1C(=O)NC2(CCCCC2)C1=O,-7,-1,-2,-1.3,-10,-0.2,6,-1,i
O=C(Nc1ccc2c(c1)OCO2)c1cc(C2CCCCN2C(=O)c2ccc3ccccc3c2)on1 (stereo not drawn),0,8,0,2.4,28,0.3,4,-4,i
CCCn1c(=S)[nH]c2cc(C(=O)N3CCCC(C(=O)OCC)C3)ccc2c1=O (stereo not drawn),1,-57,-2,1.3,1,-1.1,-4,-14,i
CCCC(O)(c1ccc(Cl)cc1)C(CN1CCOCC1)c1ccc(Cl)cc1 (stereo not drawn),7,5,0,0.4,17,-0.8,-6,1,i
O=C(O)c1ccc(NC(=O)c2cn(-c3ccccc3)nc2-c2ccc(F)cc2)cc1,2,5,-3,-0.7,-1,0.2,2,-6,i
COC(=O)c1cn(C(=O)c2ccccc2F)nc1N,-1,3,0,nt,-7,-0.8,0,-2,i
CC1=CCC2C(=O)N(c3ccc(C)c(Br)c3)C(=O)C2C1 (stereo not drawn),-5,3,-5,-0.7,0,-0.5,-1,-8,i
Fc1ccc(Nc2c(-c3ccco3)nc3ccccn23)cc1,-6,16,-1,0.7,1,-0.8,3,-4,nt
CCOc1ccccc1NC(=O)CNC(=O)CNC(=O)Cc1ccccc1,-12,-8,2,-0.4,-7,-0.5,1,-6,i
O=C(CSc1nnc(Cc2ccccc2)n1-c1ccc(F)cc1)N1CCOCC1,-3,-18,-3,-0.9,-4,-2.3,-1,-12,i
CCOC(=O)CSc1nnc([C@H](CC(C)C)NC(=O)OC(C)(C)C)o1,-6,-3,2,0.5,-8,-1.3,0,-2,i
CCc1nnc(NC(=O)COc2ccc3c(c2)OCO3)s1,0,-33,2,0.2,-4,-0.6,0,-2,i

# One compound at a time (already shown). Order of screens: E coli Lon inh | PABP1 MLLE inh | Rin1 Abl inh | MsrA inh | FAS TE block | Tb MetRS inh | CSN inh | bovine MsrA act | Neddyl block
# CCCn1c(=S)[nH]c2cc(C(=O)N3CCCC(C(=O)OCC)C3)ccc2c1=O (stereo not drawn) is entered as 1 | -57 | -2 | 1.3 | 1 | -1.1 | -4 | -14 | i
# CCCN(CC(=O)Nc1ccc(F)c(F)c1F)C(=O)CN1C(=O)NC2(CCCCC2)C1=O is entered as -7 | -1 | -2 | -1.3 | -10 | -0.2 | 6 | -1 | i
# CC1=CCC2C(=O)N(c3ccc(C)c(Br)c3)C(=O)C2C1 (stereo not drawn) is entered as -5 | 3 | -5 | -0.7 | 0 | -0.5 | -1 | -8 | i
# O=C(Nc1ccc2c(c1)OCO2)c1cc(C2CCCCN2C(=O)c2ccc3ccccc3c2)on1 (stereo not drawn) is entered as 0 | 8 | 0 | 2.4 | 28 | 0.3 | 4 | -4 | i

# (list continues)
SMILES,E coli Lon inh,PABP1 MLLE inh,Rin1 Abl inh,MsrA inh,FAS TE block,Tb MetRS inh,CSN inh,bovine MsrA act,Neddyl block
CC(/C=C1\SC(=S)N(CCCC(=O)Nc2ccc(C(=O)O)cc2)C1=O)=C\c1ccccc1,-14,1,1,-0.1,36,0.7,11,-7,i
CC(=O)N1CCN(C(=O)c2cc(C)nc3ccccc23)CC1,12,9,0,1.8,-4,-0.7,0,-1,i
Nc1c(Cl)cc(C(=O)NC2CC2)cc1Cl,-4,-5,3,0.3,-8,-0.1,3,-14,i
CCOc1ccc(CNC(=O)CCCc2cn(C)c3ccccc23)cc1OC,2,-11,-1,0.1,2,-0.2,1,2,i
Cc1c(C#N)c2ccccc2n1CC(=O)O,-17,2,0,0.0,0,0.5,-3,-1,i
COc1cc(/C=C(/C#N)c2ccc(F)cc2)ccc1Oc1ccc([N+](=O)[O-])cn1,1,14,1,4.0,32,2.0,1,-3,i
CCCCCCCC(=O)N/N=C/c1ccc([N+](=O)[O-])o1,-7,-20,0,1.6,32,-0.3,8,-2,i
CCc1cc(C(=O)c2ccc(OC)cc2)c(NC(=O)CCC(=O)O)s1,-2,-4,0,-0.1,-6,0.3,-4,-5,i
O=C(CCN1C(=O)c2ccccc2C1=O)Nc1cccnc1,-5,-12,1,0.7,-8,-1.2,-2,-13,i
O=c1[nH]n2c(-c3ccccc3)nc(O)c2c2ccccc12,0,0,1,1.8,-10,0.1,7,-1,i
O=C(/C=C/c1ccc2c(c1)OCCCO2)c1ccccc1O,-14,10,-2,-0.3,-4,-0.2,9,-2,i
CCOC(=O)c1c(CN2CCCCC2)n(C)c2cc(Br)c(OC)cc12,2,0,1,-1.1,19,-0.3,1,-3,i
CN(C(=O)c1cccc(S(=O)(=O)NCc2ccccc2)c1)C1CCCCC1,5,9,2,0.0,2,-0.3,1,-3,i
COC(=O)C(=N/Nc1ccccc1C(=O)OC)/C(C)=N/O,-2,9,-3,2.8,-2,0.0,2,-3,i
O=C(Nc1nc(-c2ccccc2)cs1)c1cccc([N+](=O)[O-])c1,1,6,-2,0.4,57*,0.5,2,-2,i

# Look-ups from the results shown:
# Entry of CN(C(=O)c1cccc(S(=O)(=O)NCc2ccccc2)c1)C1CCCCC1 in MsrA inh: 0.0
# Entry of COc1cc(/C=C(/C#N)c2ccc(F)cc2)ccc1Oc1ccc([N+](=O)[O-])cn1 in E coli Lon inh: 1

# The listing continues.
SMILES,E coli Lon inh,PABP1 MLLE inh,Rin1 Abl inh,MsrA inh,FAS TE block,Tb MetRS inh,CSN inh,bovine MsrA act,Neddyl block
Cc1cc(OC(=O)c2ccc3ccccc3c2)c([N+](=O)[O-])c(=O)[nH]1,-7,2,1,-0.1,-12,-0.4,2,-6,i
CCOc1ccc(/C(O)=C2/C(=O)C(=O)N(CCOCCO)C2c2cccnc2)cc1 (stereo not drawn),2,-5,-4,2.6,-7,-0.6,2,-4,i
O=C(CN1C(=O)C2C3CCC(C3)C2C1=O)Oc1ccc2ccccc2c1 (stereo not drawn),-8,14,0,-1.0,14,-0.1,-2,-7,i
O=[N+]([O-])c1ccc(-c2cccnc2)cc1,9,11,2,0.9,19,-0.2,6,-14,i
C=CCN(CC=C)C(=S)Nc1cc(Cl)ccc1OC,7,-59,2,0.0,1,-1.8,2,-13,i
CCOc1ccc2nc(Cl)sc2c1,-9,35,4,0.1,-2,-1.0,-10,-5,i
O=C1NC[C@@H](Cc2ccc(O)cc2)N(CCc2cccc(F)c2)C1=O,-1,-5,2,-1.4,-4,-0.2,2,-4,i
CC(C)n1c(SCC(=O)NCc2ccco2)nc2c1c(=O)n(C)c(=O)n2C,-11,-10,-1,0.8,-7,-0.7,-2,-9,i
OC(COc1ccc2ccccc2c1Br)Cn1ccnc1 (stereo not drawn),-2,-12,-5,0.2,-20,-0.5,-5,0,i
COc1ccc(C(NC(=O)N2CC(C)OC(C)C2)C(Cl)(Cl)Cl)cc1F (stereo not drawn),12,-11,-2,-1.3,-11,-0.4,-1,-4,i
O=C(NC(=O)c1ccccc1)Nc1ccccn1,-6,-5,1,0.8,-4,-1.0,5,-1,i
CC(C)(C)c1ccc(-c2nnc(SCC(=O)NCC3CCCO3)n2N)cc1 (stereo not drawn),-8,-122,2,0.2,3,-0.2,2,0,i
COc1ccc(S(=O)(=O)N2CCOCC2)cc1NC(=O)c1cccc(-n2cccc2)c1,-15,-8,1,-0.7,10,-0.6,11,-3,i
COc1cc(C(=O)N2CCN(C(=O)C3CCCO3)CC2)cc(OC)c1OC (stereo not drawn),-2,12,1,0.6,-9,-0.2,1,-3,i
CCOCCCn1c(SCC(=O)NC2CCCCC2)nc2ccccc2c1=O,-8,-20,-1,0.9,-2,-0.2,1,0,i
O=C(NCc1ccco1)c1nc2c(nnn2Cc2cccc(Cl)c2)c(=O)[nH]1,-6,-4,-4,0.9,-4,-0.9,0,-5,i
Cn1c(-c2ccccc2)cc2c3no[n+]([O-])c3ccc21,-9,-5,2,-0.6,22,-1.3,-2,-8,i
COc1cccc(OCC(=O)Nc2ccccc2-c2ccccc2)c1,0,-11,0,1.6,25,-1.1,-13,-3,i
CCC1CCCCN1CCCNC(=O)C1CCN(S(=O)(=O)N2CCCCC2)CC1 (stereo not drawn),-1,8,-1,-0.1,-4,0.1,-1,-1,i
Cc1ccoc1C(=O)Nc1ccc(CC(=O)O)cc1,2,-4,-5,0.5,-5,-2.2,1,-1,i
Cc1ccccc1CC(=O)Nc1ccc(C(=O)N2CCCC2)cc1,-3,12,4,-0.4,-3,-0.3,0,-3,i
CCCCC(c1nnnn1CS(=O)(=O)c1ccc(C)cc1)N1CCN(c2ccccc2)CC1 (stereo not drawn),-3,5,2,-1.5,28,-0.2,-3,-3,i
COc1cccc(C(NC(C)=O)c2nc(-c3cccc(C#N)c3)cs2)c1 (stereo not drawn),-12,6,-5,0.1,31,-0.2,4,-4,i
Cc1ccc(NC(=O)c2ncn(CC(=O)N[C@H](C)c3cccc4ccccc34)n2)cc1C,-2,-14,-5,-0.1,12,0.0,11,1,i
Cc1cc(O)c(C(C)C)cc1N=Cc1ccccc1[N+](=O)[O-],6,9,5,-0.7,2,0.2,2,-3,i
CC(=O)NC1=NN(C(C)=O)C(c2ccc(F)cc2)S1 (stereo not drawn),-4,5,3,0.8,0,-0.6,0,-3,i
CC(=O)Oc1ccc2c(C)cc(=O)oc2c1C(=O)c1ccccc1,4,-8,1,1.8,-11,0.4,0,-2,i
O=C(O)c1ccc(N/N=C/c2ccc(OC(=O)c3cccc(Cl)c3)cc2)cc1,-10,6,-1,-0.3,10,0.0,-2,-3,i
CC1=C(C(=O)Nc2cccc(C(=O)NC3CCCC(C)C3C)c2)SCCO1 (stereo not drawn),-11,4,1,1.1,4,0.3,1,0,i
CNC(=O)C1=C(C)Nc2nc3ccccc3n2C1c1ccc(F)cc1 (stereo not drawn),-2,4,1,1.3,-5,0.4,4,-2,i
COc1ccc(-c2[nH]c(-c3ccc(C(=O)O)cc3)nc2-c2ccccc2)cc1,2,2,1,2.5,-1,-0.5,-3,-2,nt
CCOC(=O)Nc1ccc2c(c1)nc(CN1CCOCC1)n2C,6,0,-1,0.1,-3,-0.5,-4,-2,i
COC(=O)[C@@]12C[C@@H](CC(=O)N3CCC(c4ccccc4)CC3)C(=O)N(Cc3ccc4c(c3)OCO4)C1=CCC(C)(C)C2,nt,nt,nt,-0.8,nt,-0.3,-1,nt,i
COc1cc(/C=C2\Oc3cc(O)ccc3C2=O)ccc1O,-155,-52,-5,2.4,-8,-0.4,40*,-5,i
O=C(Nc1nc2c(s1)CCCC2)c1ccc(N2C(=O)CCC2=O)cc1,3,7,-1,0.3,-3,0.3,1,-2,i
CN(Cc1ccon1)C(=O)CCc1nnc(Cc2ccc(-c3ccccc3)cc2)o1,-4,0,0,-0.4,-2,-0.4,0,-2,i
Sc1ccccc1N=Cc1cccs1,-9,16,-4,-0.2,4,-0.2,-4,3,i
Cc1ccc(OCC(=O)n2nc(C)cc2C)c(Br)c1,7,-7,-1,-1.1,8,-0.8,6,-4,i
CC12COC3(C(=O)Nc4ccc(Cl)cn4)CC1CCC32C (stereo not drawn),-3,-5,-2,-0.6,5,0.1,-1,-2,i
CC(C)CCSc1cc(NCCO)c([N+](=O)[O-])c2nonc12,-2,-28,-9,0.6,19,0.5,1,-3,i
